# Source: PubChem (several laboratories)
# KCNK3 inh: human KCNK3 channel inhibition, primary screen; O14649; AID 602410; CHO-KCNK3 thallium flux, FluxOR fluorescence; stronger effect = lower value; B-score at 10 µM; actives 0.84% (n = 340,000);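 active means B-score under library mean minus 4 SD, starting fluorescence ratio at most library mean plus 5 SD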;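 further: more negative B-score means stronger inhibition of thallium flux through KCNK3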
# HDAC3 inh: blocks human histone deacetylase 3. O15379. recombinant HDAC3, fluorogenic peptide/trypsin coupled, fluorescence. inhibition, % at 8.3 µM. actives 0.15% (n = 320,000). AID 2718; in the data active means inhibition above about 26%, passing the limit was not always enough
# TRPC4 potent: TRPC4 (mouse) allosteric potentiation; actives 0.42% (n = 310,000); B-score at 10 µM; Q9QUQ5; HEK293 TRPC4beta/mu-opioid, DAMGO EC20, Fluo-4 Ca2+ flux; stronger effect = higher value;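 active means B-score of calcium response area above 5 SD of library B-scores, with initial fluorescence ratio within 5 SD of library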;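 further: B-score of integrated fluorescence ratio over time as area under calcium response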
# Target sequence (Q9QUQ5 whole entry, looked up): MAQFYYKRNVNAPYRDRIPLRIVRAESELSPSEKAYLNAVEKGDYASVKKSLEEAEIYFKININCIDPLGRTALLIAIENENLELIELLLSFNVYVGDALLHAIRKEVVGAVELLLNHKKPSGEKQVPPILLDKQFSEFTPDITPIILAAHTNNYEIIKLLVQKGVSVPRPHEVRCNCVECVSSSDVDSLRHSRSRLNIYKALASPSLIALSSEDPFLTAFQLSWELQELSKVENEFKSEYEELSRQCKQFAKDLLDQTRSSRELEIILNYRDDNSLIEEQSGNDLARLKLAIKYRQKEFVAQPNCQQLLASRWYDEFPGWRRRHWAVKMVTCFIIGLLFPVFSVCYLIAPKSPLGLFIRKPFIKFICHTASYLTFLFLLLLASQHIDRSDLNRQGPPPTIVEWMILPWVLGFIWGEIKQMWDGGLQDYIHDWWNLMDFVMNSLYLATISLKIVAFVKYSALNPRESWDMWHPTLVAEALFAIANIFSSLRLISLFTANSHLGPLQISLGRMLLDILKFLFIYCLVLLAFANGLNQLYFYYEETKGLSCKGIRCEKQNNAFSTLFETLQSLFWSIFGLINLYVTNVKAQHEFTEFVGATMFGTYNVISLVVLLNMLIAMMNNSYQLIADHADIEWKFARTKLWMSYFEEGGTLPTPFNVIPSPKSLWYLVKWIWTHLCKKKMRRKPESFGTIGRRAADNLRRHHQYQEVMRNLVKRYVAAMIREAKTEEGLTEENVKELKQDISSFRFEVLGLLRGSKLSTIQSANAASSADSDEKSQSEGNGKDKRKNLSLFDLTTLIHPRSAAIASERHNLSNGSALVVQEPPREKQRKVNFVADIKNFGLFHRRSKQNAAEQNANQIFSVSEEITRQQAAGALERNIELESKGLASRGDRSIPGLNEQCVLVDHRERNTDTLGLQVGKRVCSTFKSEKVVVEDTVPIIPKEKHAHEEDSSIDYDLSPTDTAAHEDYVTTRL
# KCNQ1 act: potentiators or activators of human KCNQ1 potassium channel; P51787; CHO-K1 KCNQ1, thallium flux FluxOR fluorescence; stronger effect = higher value; B-score at 10 µM; actives 0.35% (n = 310,000); AID 2648;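 active means fluorescence ratio B-score, a plate-corrected score, at least three library SD, with initial intensity B-score within 5 SD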
#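 Schedule – 37 °C overnight plating, 90-min dark dye load, 20-min compound pretreatment · System – stable KCNQ1 CHO-K1 line · Probe or stimulus – thallium- and potassium-containing depolarizing buffer · Measured by – kinetic FluxOR fluorescence, 10 s baseline plus 110 s post-stimulus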
# DYRK1A inh: Dyrk1A (rat) kinase inhibition | Q63470 | ADP-Glo luminescence, NFATc1 peptide | inhibition, % at 12.5 µM | actives 0.43% (n = 310,000); in the data active means inhibition above about 50%;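 further: plate controls were vehicle with enzyme for no effect and no enzyme for full effect; many of its hits are not listed in these tables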
# TRPC4 act: opens the mouse TRPC4 cation channel; Q9QUQ5; HEK293 TRPC4beta/mu-opioid, Fluo4 calcium fluorescence; stronger effect = higher value; B-score at 10 µM; actives 0.49% (n = 310,000); AID 2237;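 active means B-score above 5 SD of library B-scores, and initial fluorescence ratio not above library mean plus 5 SD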;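 further: positive B-score marks a calcium rise read as TRPC4 activation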
#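 Assay system: HEK293 stable line with TRPC4beta plus mu-opioid receptor. Times: dye 45 min RT, read 110 s. Measured by: kinetic Fluo4 calcium fluorescence. Measure: B score of integrated ratio. Controls: assay buffer as low control, maximal DAMGO as high control.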
# hERG protect: shields human hERG channel from block by proarrhythmic agents; CHO-hERG, FluxOR thallium flux, dofetilide IC70 present; actives 0.51% (n = 310,000); AID 1511; Q12809; activation (rescue from dofetilide block), less the hit threshold, % at 10 µM;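 active means activation above the mean of controls blocked by dofetilide plus 5 SD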;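 further: thallium influx through hERG after potassium depolarization seen as dye fluorescence rise; in these data hits start at about 4.7%; inactives centre near -7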
# KCNK9 block: inhibitors of human KCNK9 two-pore domain potassium channel; Q9NPC2; HEK293 KCNK9, FluxOR thallium flux fluorescence; stronger effect = lower value; B-score at 10 µM; actives 1.2% (n = 310,000);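 active means ratio B-score over 3 SD below the library mean, with starting fluorescence within 5 SD of its mean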;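 further: negative B-score means less thallium flux so channel inhibition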
# ANO1 block: blocks the mouse calcium-activated chloride channel TMEM16A | HEK293 TMEM16A/YFP iodide influx fluorescence, ionomycin | actives 1.2% (n = 310,000) | AID 588511 | normalized B-score (activity score, 25-100; higher = stronger inhibition) at 10 µM | Q8BHY3;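 active means ratio plate-corrected score three or more library SD toward inhibition, starting fluorescence score within five deviations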;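 further: score derived from kinetic fluorescence span divided by baseline fluorescence per well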
# TMEM16A act: mouse TMEM16A channel activation, primary screen; HEK293 TMEM16A/YFP-H148Q/I152L, iodide quench fluorescence; stronger effect = lower value; actives 0.3% (n = 340,000); Q8BHY3; B-score at 10 µM;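 active means fluorescence-ratio B-score plate-corrected deviation score at least 3 library SD below zero, with starting fluorescence score within 5 deviations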;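 further: channel opened by trigger with iodide after compound preincubation; score built on the fluorescence ratio of max minus min over baseline; more negative score means more quench and so TMEM16A activation or potentiation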
# KCNQ1 block: blocks the human KCNQ1 potassium channel. P51787. CHO-K1 KCNQ1, FluxOR thallium flux fluorescence; stronger effect = higher value. B-score at 10 µM. actives 1.3% (n = 310,000);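 active means compounds whose thallium flux B-score, printed positive for inhibition, exceeds three library SD while starting fluorescence stays within three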;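 further: channel opened by potassium depolarization with thallium stimulus after 20 min compound exposure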
# * = called active by the depositor; i = inactive; x = not tested or not shown. The list is partial; rates above refer to the full screens.
Structure	KCNK3 inh	HDAC3 inh	TRPC4 potent	KCNQ1 act	DYRK1A inh	TRPC4 act	hERG protect	KCNK9 block	ANO1 block	TMEM16A act	KCNQ1 block
c1ccc(CN2CCN(c3ncnc4c3[nH]c3ccccc34)CC2)cc1	i	-19	i	i	8	i	-28	i	100*	i	7*
O=C(NC1CCN(C(=S)Nc2ccc(F)cc2)CC1)c1ccco1	i	1	i	i	0	i	-6	i	i	i	i
Cc1cc(C)cc(N(CCC#N)C(=O)COC(=O)c2ccccc2SCC(=O)N2CCCC2)c1	i	0	i	i	-3	i	-13	i	i	i	i
Cc1c[n+]([O-])cc(C)c1Oc1ccccc1	i	-3	i	i	-3	i	-10	i	i	i	i
Nc1nc(-c2ccc(Br)cc2)cc(C(F)(F)F)n1	i	4	i	i	1	i	-5	i	i	i	i
O=C1CC2(CCCC2)Oc2ccccc21	i	-2	i	i	5	i	-3	i	i	i	i
O=c1c(-c2ccco2)[n+]([O-])c2ccccc2n1OCc1c(F)cccc1F	i	4	i	i	7	i	-10	i	i	i	i
O=C(CCN1C(=O)[C@H]2CC=CC[C@H]2C1=O)NCc1nc(-c2ccccc2)no1	i	1	i	i	6	i	-9	i	i	i	i
CCOC(=O)c1sc(NC(=O)CN2CCCC2)c(C(=O)OCC)c1C	i	0	i	i	6	i	-9	i	i	i	i
CSc1cccc(NC(=O)C2C3C=CC4(O3)C2C(=O)N(CCCN2CCOCC2)C4C(=O)NC2CCCCC2)c1 (configuration not stated)	i	-1	i	i	-2	i	-11	i	i	i	i
O=C(Cc1ccccc1F)Nc1nc(-c2cccs2)cs1	i	-6	i	i	9	i	-8	i	25*	i	i
O=C(NCc1ccccc1)Nc1cccn(Cc2ccc(Cl)cc2)c1=O	i	1	i	i	2	i	-5	i	i	i	i
O=C(Nc1nccs1)c1ccc(-c2ccc([N+](=O)[O-])cc2)o1	i	1	i	i	-5	i	-12	i	i	i	i
C/C(=N\NC(=S)Nc1c(C)cccc1C)c1ccc(O)cc1	i	2	i	i	-16	i	-16	i	i	i	i
CCn1nnc2c(=O)oc3ccccc3c21	i	8	i	i	-1	i	-5	i	i	i	i
CC1C=CC(C)C(C(=O)O)C1C(=O)O (configuration not stated)	i	-4	i	i	-4	i	-8	i	i	i	i
CN(C)N1C(N)=C(C#N)C(c2cccnc2)C2=C1CCCC2=O (configuration not stated)	i	0	i	i	0	i	-7	i	i	i	i
Cc1ccc2nc(-c3ccc(NC(=O)Cc4cccs4)cc3)[nH]c2c1	i	x	i	i	x	i	-4	i	i	i	i
CC(OC(=O)c1nccnc1N)C(=O)Nc1ccc(S(=O)(=O)N2CCCC2)cc1 (configuration not stated)	i	x	i	i	9	i	-7	i	i	i	i
O=C(Nc1cccc(-c2cc3ccccc3oc2=O)c1)c1ccc(Br)o1	-11*	3	i	i	-4	i	-11	-8.7*	i	i	i
Cc1nnc(C)n1/N=C/c1ccc(C(=O)O)cc1	i	2	i	i	-1	i	-16	i	i	i	i
COc1cc(C(=O)CSc2nnc(-c3ccc(O)cc3)n2CC2CCCO2)ccc1NC(C)=O (configuration not stated)	i	2	i	i	27	i	-6	i	i	i	i
COc1ccc(-c2cc(C3CC3)nc(SCC(=O)c3cccs3)c2C#N)cc1	i	-1	i	i	7	i	-5	i	i	i	i
CC1Oc2ccccc2C=C1/C=N/NC(=O)[C@@H](C)NC(=O)OC(C)(C)C (some centres not stated)	i	-3	i	i	-1	i	-6	i	i	i	i

# An excerpt from above with just KCNQ1 act:
structure	KCNQ1 act
CC(OC(=O)c1nccnc1N)C(=O)Nc1ccc(S(=O)(=O)N2CCCC2)cc1 (configuration not stated)	i
O=C(Nc1cccc(-c2cc3ccccc3oc2=O)c1)c1ccc(Br)o1	i

# Next part.
Structure	KCNK3 inh	HDAC3 inh	TRPC4 potent	KCNQ1 act	DYRK1A inh	TRPC4 act	hERG protect	KCNK9 block	ANO1 block	TMEM16A act	KCNQ1 block
O=[N+]([O-])c1ccc(Cc2ccccn2)c([N+](=O)[O-])c1	i	-2	i	i	9	i	-5	i	i	i	i
C[C@H]1CN=C(Nc2ccccc2)N1CCC1CCCC1	i	5	i	i	-1	i	-8	i	i	i	i
O=C(NCc1ccc(F)cc1Cl)C1CC(=O)N(C2CCCCCCC2)C1 (configuration not stated)	i	-3	i	i	-2	i	-6	i	i	i	i
CC1CCCN(CCOc2cccc(Oc3ccccc3)c2)C1 (configuration not stated)	i	-2	i	i	-1	i	-4	i	i	i	i
O=C(c1cc([N+](=O)[O-])ccc1N1CCCC1)N1CCCC1	i	5	i	i	1	i	-3	i	i	i	i
O=C(C1=C(O)C(=O)N(Cc2ccco2)C1c1cccc([N+](=O)[O-])c1)c1ccco1 (configuration not stated)	i	2	i	i	5	i	-11	i	i	i	i
Cc1c(Cl)cccc1NC(=O)CSc1nc2c(c(=O)[nH]1)CCCC2	x	-6	i	i	x	i	-3	i	i	x	i
COc1ccc(CN(Cc2ccccn2)C(=O)CN2C(=O)C(C)Oc3ccccc32)cc1 (configuration not stated)	i	-1	i	i	-4	i	-14	i	i	i	i
COc1ccc(S(=O)(=O)N2CCC(=O)N2)cc1	i	-7	i	i	-1	i	-10	i	i	i	i
CC(C)CN1CCN(Cc2c[nH]c3ccccc23)CC1CCO (configuration not stated)	i	-4	i	i	7	i	-2	i	i	i	i
N=c1c2c(-c3ccccc3)c(-c3ccccc3)oc2ncn1CCN1CCOCC1	i	-7	i	i	3	i	-12	i	i	i	i
COc1ccc(NC(=O)CSc2ncnc3sc(C)cc23)cc1	i	1	i	i	-2	i	-2	i	i	i	i
COc1ccc(S(=O)(=O)N2CCCCCC2)cc1N(C)S(=O)(=O)c1ccc(Cl)cc1	i	0	i	i	-8	i	-3	i	i	i	i
Cc1ccc2occ(/C=C/C(=O)O)c(=O)c2c1	i	7	i	i	2	i	-6	i	i	i	i
O=C(CSCc1cccc(CSCC(=O)Nc2ccc3ccccc3c2)n1)Nc1ccc2ccccc2c1	i	9	i	i	-4	i	-17	i	i	i	i
Cc1ncoc1C(=O)NCc1ccccc1Cl	i	3	i	i	-7	i	-5	i	i	i	i
COc1cccc(CC2(CO)CCCN(Cc3ccc4c(c3)OCCO4)C2)c1 (configuration not stated)	i	7	i	i	-5	i	-6	i	i	i	i
CC(C)(C)NC(=O)COc1ccc(CNc2ccc3[nH]c(=O)[nH]c3c2)cc1	i	-22	i	i	16	i	-8	i	i	i	i
O=C(N/N=C/C(Cl)=C\c1ccccc1)c1cccs1	i	-9	i	i	-2	i	-6	i	i	i	i
COc1ccccc1NC(=O)CC1S/C(=N/N=C(\C)C2CCCCC2)NC1=O (configuration not stated)	i	-6	i	i	-2	i	-11	i	i	i	i
CN(Cc1ccc(C(C)(C)C)cc1)C(=O)C1CCN(C(=O)Nc2ccccc2)CC1	i	-1	i	i	4	i	-15	i	i	i	i
Cc1nn(C)c(Cl)c1CN1CCCC(C(=O)Nc2cccc(-n3cccn3)c2)C1 (configuration not stated)	i	6	i	i	3	i	-3	i	i	i	i
Cc1ccccc1SCC(=O)Nc1ccc(N2CCOCC2)cc1	i	1	i	i	13	i	-6	i	i	i	i
COc1ccc(C(NC(=O)/C=C/c2ccco2)c2ccc(OC)cc2)cc1	i	2	i	i	4	i	-5	i	i	i	i
COc1cccc(-c2noc(Cn3nc(C)c([N+](=O)[O-])c3C)n2)c1	i	-3	i	i	-1	i	-8	i	i	i	i
Cc1ccc(NC(=O)CN(C)C(=O)/C=C/c2cccc(F)c2)cc1	i	-5	i	i	x	i	-1	i	i	i	i
CCn1c(-c2cccnc2Cl)nc2cc(Cl)c(Cl)cc21	i	-5	i	i	26	i	-17	i	i	i	i
O=S(=O)(Cc1cc(-c2ccccc2)no1)c1ccccc1	i	-2	i	i	2	i	-6	i	i	i	i
O=C(O)CSCC(=O)Nc1ccccn1	i	-6	i	i	-1	i	3	i	i	i	i
CCN(CC)S(=O)(=O)c1cc(NC(=O)C(C)OC(=O)c2[nH]c(C)c(C(C)=O)c2C)ccc1C (configuration not stated)	i	10	i	i	0	i	-14	i	i	i	i
N#CNC(=Nc1cccc(Cl)c1)Oc1ccccc1	i	-5	i	i	-4	i	-1	i	i	i	i
Cc1ccc(SCC(=O)N2c3ccccc3Sc3ccccc32)cc1	-9.6*	7	i	i	-5	i	-8	i	100*	i	i
Cc1ccc(OCC(=O)NN2C(=O)c3ccccc3C2=O)c(C)c1	i	-5	i	i	2	i	-5	i	i	i	i
CC(=O)C(C)Oc1ccc(Cc2ncc(C(F)(F)F)cc2Cl)cc1 (configuration not stated)	i	4	i	i	2	i	-6	i	i	i	i
COC(=O)[C@H](CCSC)NC(=O)N1CCN(c2cccc(C(F)(F)F)c2)CC1	i	0	i	i	6	i	-8	-8.8*	i	i	i
CN(C)S(=O)(=O)c1cccc(-c2nnc(-c3ccccc3)o2)c1	i	-2	i	i	9	i	-5	i	i	i	i
CCN(CC)CCCNC(=O)c1nn(-c2cccc(OC)c2)c(=O)c2ccccc12	i	-3	i	i	1	i	-5	i	i	i	i
COc1ccc(NS(=O)(=O)c2cccc(NC(=O)c3cnccn3)c2)cc1Br	i	0	i	i	1	i	-8	i	i	i	i
COc1ccc(CCNC(=O)c2cc(=O)n(C)c(=O)n2C)cc1OC	i	-6	i	i	-1	i	-12	i	i	i	i
CC(C)NC(=O)c1sc(=S)n2c1[nH]c(=O)c1ccc(C(=O)NCCc3ccc(Cl)cc3)cc12	-18*	6	i	i	0	i	-10	i	i	i	16*
Cc1cc(NC(=O)c2ccco2)no1	i	-1	i	i	6	i	0	i	i	i	i
COc1cccc(/C=N/Nc2ncnc3scc(-c4ccccc4)c23)c1OC	i	3	i	i	-4	i	-9	i	i	i	i
Cc1nc2ccc(NC(=O)NC(=O)c3c(Cl)cccc3Cl)cc2o1	i	1	i	i	1	i	-2	i	i	i	i
CCN(CC)S(=O)(=O)c1ccc2[nH]cc(C(=O)NCCc3ccc(OC)c(OC)c3)c(=O)c2c1	i	7	i	i	-1	i	-2	i	i	i	i
Cc1cc(C(=O)N2CCCC(C(=O)c3cc(F)ccc3F)C2)c(C)o1 (configuration not stated)	i	-3	i	i	-1	i	-17	i	i	i	i
